# Screening results: PubChem, NCI
# yeast rad50: NCI yeast anticancer drug screen, S. cerevisiae rad50 strain; % growth inhibition at 50 µM; 79,000 compounds, 10% hits;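 further: 0% = growth of vehicle-only cultures of the same strain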
#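 Readout: growth inhibition relative to vehicle-treated cultures. Compound exposure was carried out in a genetically defined yeast strain deficient in DNA damage repair.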
# cln2 rad14: NCI yeast anticancer drug screen, S. cerevisiae cln2 rad14 strain. % growth inhibition at 50 µM. 78,000 compounds, 8.3% hits;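 further: 0% = growth of vehicle-only cultures of the same strain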
#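 The screen exposed genetically defined yeast (cln2 rad14) to test compounds and scored growth inhibition relative to vehicle-treated controls.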
# bub3: NCI yeast anticancer drug screen, S. cerevisiae bub3 mutant strain; growth inhibition, % at 50 µM; 78,000 compounds, 9.9% hits;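 further: 0% = growth of vehicle-only cultures of the same strain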
#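 Growth of a checkpoint-deficient yeast mutant is measured after compound exposure. Values represent inhibition relative to vehicle.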
# mec2-1: NCI yeast anticancer drug screen, S. cerevisiae mec2-1 strain. growth inhibition, % at 50 µM. 79,000 compounds, 9% hits;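 further: 0% = growth of vehicle-only cultures of the same strain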
#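 Readout is yeast growth inhibition, normalised to vehicle-treated controls, in the mec2-1 strain exposed to compound.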
# sgs1 mgt1: NCI yeast anticancer drug screen, S. cerevisiae sgs1 mgt1 strain | growth inhibition, % at 50 µM | 78,000 compounds, 10% hits | AID 161, 2004;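 further: 0% = growth of vehicle-only cultures of the same strain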
#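 Growth of a repair-deficient yeast mutant was monitored after compound treatment and expressed as inhibition relative to vehicle-treated cultures.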
# yeast mlh1 rad18: NCI yeast anticancer drug screen, S. cerevisiae mlh1 rad18 strain; 79,000 compounds, 11% hits; AID 175, 2004; % growth inhibition at 50 µM;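 further: 0% = growth of vehicle-only cultures of the same strain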
#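 In this whole-cell yeast screen, a strain with altered DNA damage repair is challenged with compound, and its growth is measured against matched vehicle-treated controls.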
# Numbers without * were called inactive; . = not tested or not shown; & = joins results of further samples. No stated cut-off is given here; in the data, active means growth inhibition above about 70%; inactive means the rest.
# Below each compound: yeast rad50 | cln2 rad14 | bub3 | mec2-1 | sgs1 mgt1 | yeast mlh1 rad18
O=c1[nH]c2ccccc2o1
 : 21 | 16 | 0 | 36 | 10 | 7
Nc1nc(=S)nc(N)[nH]1
 : 22 | -18 | 15 | 11 | -8 | -2
NCCN.O=N[O-].O=N[O-].O=N[O-].O=N[O-].[Co+3].[K+]
 : -1 | 12 | 4 | 4 | 14 | 2
COc1ccc2c(c1O)-c1cc(O)cc3c1C(C2)N(CCCl)CC3 (centres undefined)
 : 63 | 16 | -10 | 29 | 65 | 49
Cc1c2cc(Cl)cc(Cl)c2c[n+]2ccccc12
 : -9 | 67 | -16 | 8 | 7 | 12
CN1CCOP(=O)(Oc2ccccc2)N1 (centres undefined)
 : -46 | -64 | 4 | -17 | -26 | -16
COc1cccc(CCl)c1
 : 22 | 11 | 22 | 24 | 27 | 32
CCC(=O)OC1(c2ccccc2)CCN(CCCC(=O)c2ccccc2)CC1
 : 61 | 46 | 39 | 40 | 65 | 46
C(=N\NC1=NCCN1)/c1c[nH]c2ccccc12
 : -17 | -15 | -2 | -15 | -14 | 4
CCCCCCCCCCC(=O)O.[Pb]
 : 56 | 14 | -16 | 5 | 38 | 68
CC(O[Si](c1ccccc1)(c1ccccc1)C(C)(C)C)[C@H](NC(=O)OC(C)(C)C)C(=O)O (some centres undefined)
 : 86* | 90* | 56 | 86* | 88* | 93*
CCCCS(=O)(=O)C(c1ccccc1)c1ccccc1
 : 69 | 56 | 96* | 97* | 96* | 96*
COC(=O)N/N=C(/CCN1CCCC1)CC(c1ccccc1)c1c(O)c2ccccc2oc1=O (centres undefined)
 : 19 | 9 | 9 | -4 | 10 | 15
C=C1C(=O)O[C@@H]2C[C@@H](C)[C@@H]3C=CC(=O)[C@@]3(C)[C@@H](O)[C@H]12
 : 9 | 22 | 23 | 17 | 28 | 32
CP(=S)(c1ccccc1)P(C)(=S)c1ccccc1 (centres undefined)
 : -15 | 5 | -21 | -19 | -18 | -31
CCOP(C)(=O)C(N)Cc1ccc(OC)c(OC)c1 (centres undefined)
 : -40 | -16 | 1 | -60 | -40 | -34
O.O=[Se](=O)(O)O.[NH-]C1CCCCC1[NH-].[Pt+2] (centres undefined)
 : -16 | -22 | -36 | -17 | -16 | -56
O=C(CN1C(=O)c2ccccc2C1=O)OCCNCCCl
 : 98* | 96* | 97* | 97* | 98* | 98*
CCC12OCCN1CC(C)O2 (centres undefined)
 : 15 | 0 | 10 | -7 | 7 | 8
CC([NH-])C[NH-].[NH2-].[NH2-].[Pt+4] (centres undefined)
 : 17 | -6 | 6 | -6 | -10 | -12
O=c1ccn(C2OC(CO)C(O)C2O)c(=O)[n]1[Hg][c]1ccccc1 (centres undefined)
 : 91* | 88* | 84* | 90* | 86* | 92*
S=C1c2ccc(Cl)cc2-n2cnnc2C2CSCN12 (centres undefined)
 : -4 | 1 | -6 | 11 | 8 | 26
O=S(=O)(O)O.[Cr+3].[NH-]CC[NH-].[NH-]CC[NH-].[NH-]CC[NH-]
 : -21 | -36 | 10 | -20 | 1 | 7
CO[C@@]12[C@@H]3N[C@@H]3CN1C1=C(C(=O)C(NCC3CCCO3)=C(C)C1=O)[C@@H]2COC(N)=O (some centres undefined)
 : 25 | 17 | 4 | 17 | 6 | 24
NC(=O)/C=C/c1ccc([As]=O)cc1 (centres undefined)
 : 98* | 96* | 99* | 99* | 99* | 99*
C=CCC1(CCCC)C(=O)NC(=O)NC1=O
 : 11 | 15 | 5 | 7 | 9 | 0
S=P(NC1CCCCC1)(NC1CCCCC1)NC1CCCCC1
 : 5 | -4 | -12 | 12 | -2 | 17
CCCCC1(CCSC(=S)OCC)C(=O)NC(=O)NC1=O
 : 13 | -36 | -3 | -12 | 2 | -12
CCCCSCCC(N)P(=O)(O)O (centres undefined)
 : -69 | 3 | -15 | -62 | -42 | -44
C[N+](C)(C)c1ccccc1
 : 22 | 12 | -20 | -13 | -6 | 10
C[CH2][Hg][Cl]
 : 93* | 93* | 94* | 95* | 95* | 93*
CC1=CC2C(O)(CC(CO)=CC3C4C(C)(C)C4(O)C(O)C(C)C32O)C1=O (centres undefined)
 : 5 | 5 | -13 | -45 | 7 | -6
c1ccc(-c2ccncc2)cc1
 : 30&5 | 24&38 | 18&14 | -3&18 | 9&-26 | 16&-1
NC(CCCc1ccc(N(CCCl)CCCl)cc1)C(=O)O (centres undefined)
 : -2 | -53 | -6 | -3 | 9 | -8
CCCCOP(=S)(N1CCCCC1)N1CCCCC1
 : -8 | 8 | 3 | 4 | 6 | 1
CC(CCC#N)([N+](=O)[O-])[N+](=O)[O-]
 : 17 | 0 | 10 | 13 | 4 | 13
CCOP(=S)(OCC)N(CC)C(=O)Oc1ccccc1OC(C)C
 : -3 | -27 | -8 | 6 | 0 | 11
C1CCC(NC2CCCC2)C1
 : 13 | 12 | -8 | 0 | 10 | 5
Cc1cccc(C#N)c1
 : 4 | -1 | -7 | -26 | 1 | 0
N.N.N.N.N.NC(=O)c1nn[n-]n1.[Cl-].[Co+3]
 : -27 | 0 | -27 | -3 | -9 | -17
COc1ccc(S(=O)(=O)F)cc1NC(=O)CCc1ccc(N2C(N)=NC(N)=NC2(C)C)cc1Cl
 : 80* | 16 | 5 | 78* | 87* | 65
c1cc[c]([Sn]([c]2ccccc2)([c]2ccccc2)[c]2ccccc2)cc1
 : 60 | -20 | 46 | 53 | 86* | 82*
O=C1CCC(=O)N1SC(Cl)(Cl)Cl
 : 100* | 99* | 100* | 100* | 100* | 99*
ClCCCCBr
 : 18 | 14 | 2 | -14 | 20 | 19
CC(C)(C[N+](=O)[O-])C[N+](=O)[O-]
 : -1 | -19 | -2 | -34 | 16 | 11
CN1CCN(C)C(N2CCOCC2)C(C)(C)C1 (centres undefined)
 : 15 | -9 | 1 | -4 | -8 | 3
CC(=O)Nc1cccc([As+](C)(c2cccc(NC(C)=O)c2)c2cccc(NC(C)=O)c2)c1
 : 4 | -26 | 6 | -2 | -6 | 9
CCCCCCCCCCCCCCCC[N+](C)(C)CCOS(C)(=O)=O
 : 91* | 86* | 92* | 90* | 90* | 92*
CCC1(OC(=O)CNC)C(=O)OCc2c1cc1n(c2=O)Cc2cc3ccccc3nc2-1 (centres undefined)
 : 79* | 60 | 72* | 84* | 76* | .
CN(C)CC(Cl)CCl (centres undefined)
 : 89* | 56 | 9 | 80* | 43 | 49
Clc1cccc(Cl)c1CBr
 : 23 | 16 | 15 | -19 | 19 | 10
CC1(C)CC2(c3ccccc3)CC(c3ccccc3)C1C(C(=O)O)C2C(=O)O (centres undefined)
 : 99* | 99* | 98* | 99* | 99* | 99*
O=C1NC(=O)C(O)(C2(O)C(=O)NC(=O)NC2=O)C(=O)N1
 : 20 | 9 | 26 | 0 | 17 | 14
OCC1CCC2CCCCC2N1 (centres undefined)
 : 10 | -26 | -6 | -2 | -6 | 6
CN1CCN(C)C12C=c1ccccc1=CC21CC1
 : 5 | -3 | -40 | -16 | -46 | -8
CCCCOCCOP(=O)(OCCOCCCC)OCCOCCCC
 : 8 | -15 | -39 | -15 | 2 | -28
CCC[CH2][Sn]([CH3])([CH3])[CH2]CC[N+](C)(C)C
 : 21 | 45 | 11 | 6 | 17 | 14
Cc1ccc(C(=O)C(C)N)cc1C (centres undefined)
 : -14 | 15 | 2 | -13 | -18 | 22
O=[N+]([O-])c1ccccc1
 : 79* | 35 | 13 | 0 | 27 | 39
COc1ccc(CC(N)c2ccccc2)cc1OC (centres undefined)
 : -15 | -21 | -2 | 24 | -9 | -29

# Following part:
# Below each compound: yeast rad50 | cln2 rad14 | bub3 | mec2-1 | sgs1 mgt1 | yeast mlh1 rad18
Cc1cccc2c1[se]c1ccccc12
 : -12 | 4 | 3 | -4 | -12 | -17
CC1CCCN(CCc2ccccc2)CC1 (centres undefined)
 : 17 | 59 | 47 | 21 | 29 | 35
COc1ccc2c(c1)Cc1cc(N(CCCl)CCCl)ccc1-2
 : 2 | -37 | -4 | -5 | 20 | 5
CN1CCC23CCCC[C@H]2C1CC1=C3CC(=O)CC1 (some centres undefined)
 : -14 | 6 | 9 | -21 | -12 | -1
O=C(Nc1cccs1)c1c(O)[nH]c(=S)[nH]c1=O
 : -1 | 17 | 7 | 21 | 25 | 4
CCC[CH2][Sn]([CH2]CCC)([n]1cncn1)[n]1cncn1
 : 92* | 78* | 89* | 96* | 94* | 94*
CC(C)(C(=O)c1ccccc1)N1CC1
 : -1 | -11 | -24 | 3 | -5 | -8
CCCCCC(O)CC(O)CC(=O)CCCC(=O)CC(O)CC(=O)CCCCCC(O)CC(O)CC(=O)CCCC(=O)CC(O)CC(=O)CCCC(C)=O (centres undefined) (tested in a mixture with another compound)
 : 1 | -24 | -14 | -25 | 10 | -1
Oc1ccc(CCNCc2cc3c(cc2Br)OCO3)cc1
 : 19 | 1 | 33 | 12 | -11 | 22
C(#Cc1ccccc1)c1ccccc1
 : 29 | -14 | -11 | 5 | 20 | -4
CCC1CN1P1(=O)OCC(C)(N)CO1 (centres undefined)
 : -9 | 43 | -29 | 1 | -7 | -11
O=[N+]([O-])c1cc2c([N+](=O)[O-])cccc2o1
 : 96* | 97* | 99* | 100* | 99* | 100*
CC(=O)[O][Hg][c]1cc2c(cc1O)Cc1cc([N+](=O)[O-])ccc1-2
 : 94* | 94* | 98* | 98* | 86* | 96*
S=P(Oc1ccccc1)(N1CCCCN1)N1CCCCN1
 : -8 | -24 | 2 | -10 | -8 | -1
O=C1CC2(CCNCC2)C(=O)N1N1CCOCC1
 : 20 | 8 | 3 | 0 | 5 | 6
Cc1ccc(NC2=NCCS2)cc1Cl
 : 3 | 11 | 10 | 7 | 12 | 16
NC(=O)Cc1nn[nH]n1
 : -16 | 6 | -7 | -14 | -27 | -22
Cc1cc(C)c(O)c(CN2CCCCC2)c1
 : 4 | -4 | 20 | 13 | 33 | 14
ClCCN(CCCl)CCN1c2ccc3ccccc3c2Sc2ccc3ccccc3c21
 : 33 | -19 | 21 | 16 | 85* | 68
CCCCCCCN1C(=O)C2C(C1=O)C1(Cl)C(Cl)=C(Cl)C2(Cl)C1(Cl)Cl (centres undefined)
 : 40 | 36 | 21 | 25 | 37 | 39
CC12CC[C]([Hg][I])(CC1)C2(C)C
 : 96* | 4 | 75* | 99* | 100* | 85*
CCOP(=O)(CP(=O)(OCC)OCC)OCC.[Cl][Sn]([Cl])([c]1ccccc1)[c]1ccccc1
 : 99* | 98* | 98* | 99* | 99* | 99*
O=P1(c2ccccc2)NC2CCCCC2N1 (centres undefined)
 : 24 | -87 | -1 | -8 | -5 | 3
O=C(Nc1cccc(Cl)c1)Oc1ccc(S(=O)(=O)F)cc1Cl
 : 92* | 91* | 91* | 95* | 96* | 95*
O=C(Nc1ccccc1Cl)OCC(Cl)(Cl)Cl
 : -15 | -20 | 20 | 2 | 16 | -11
O=C1NC(=S)NC(=O)C1=Cc1ccco1
 : -5 | 28 | -11 | -20 | -17 | -20
CCN(CCCl)c1cccc(NC(=O)c2ccc(C(=O)Nc3cccc(CN(C)C)c3)cc2)c1
 : 6 | -2 | -14 | -6 | 20 | 26
COC(=O)C1=C(O)C(C(=O)OC)C2/C(=[N+](/[O-])O)c3c(cc([N+](=O)[O-])cc3[N+](=O)[O-])C1C2[N+](=O)[O-] (centres undefined)
 : 76* | 66 | 68 | 81* | 88* | 91*
Cc1ccc2nc3sc(=O)sc3nc2c1
 : 97* | 92* | 97* | 94* | 98* | 96*
Cc1ccc(O)c(CN2CCN(Cc3cc(C)ccc3O)CC2)c1
 : 3 | -2 | 14 | 16 | 13 | 8

# An excerpt, so the mix of outcomes need not match the whole.
